Eya2 phos inh – blocks the phosphatase activity of human Eya2; O00167; recombinant Eya2, OMFP fluorescence dephosphorylation (OMFP is methylfluorescein phosphate); Potency, µM (series often up to 76.9 µM), inactives show at the top dose activity, negative = inhibition, usual class: inhibitors; 330,000 compounds, 0.006% hits; AID 488837; note: potency is the fitted concentration of half-maximal effect; % is set by controls: 0 for no effect and ±100 for the full control effect
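Eya2 (0.2 uM) preincubated 10 min at ambient with compound, then OMFP substrate added at 50 uM; 10 min reaction in 50 mM HEPES pH 7.5, 50 mM NaCl, 5 uM MgCl2, 0.05% BSA, 1 mM DTT. Fluorescence read at Ex 485/Em 525 nm.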
USP2a inh – inhibitors of human ubiquitin-specific protease USP2a. Potency, µM (series often up to 38.3 µM), for the others: at the top dose activity change, negative = inhibition, hits mostly inhibitors. 330,000 compounds, 0.01% hits. O75604. USP2 core, Ub-CHOP2 coupled fluorogenic reporter, 485/531. AID 463254;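 note: potency is the fitted concentration of half-maximal effect; plate controls were DMSO wells for no effect and full inhibition by NEM control for full effect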
Target sequence (O75604 whole entry, looked up): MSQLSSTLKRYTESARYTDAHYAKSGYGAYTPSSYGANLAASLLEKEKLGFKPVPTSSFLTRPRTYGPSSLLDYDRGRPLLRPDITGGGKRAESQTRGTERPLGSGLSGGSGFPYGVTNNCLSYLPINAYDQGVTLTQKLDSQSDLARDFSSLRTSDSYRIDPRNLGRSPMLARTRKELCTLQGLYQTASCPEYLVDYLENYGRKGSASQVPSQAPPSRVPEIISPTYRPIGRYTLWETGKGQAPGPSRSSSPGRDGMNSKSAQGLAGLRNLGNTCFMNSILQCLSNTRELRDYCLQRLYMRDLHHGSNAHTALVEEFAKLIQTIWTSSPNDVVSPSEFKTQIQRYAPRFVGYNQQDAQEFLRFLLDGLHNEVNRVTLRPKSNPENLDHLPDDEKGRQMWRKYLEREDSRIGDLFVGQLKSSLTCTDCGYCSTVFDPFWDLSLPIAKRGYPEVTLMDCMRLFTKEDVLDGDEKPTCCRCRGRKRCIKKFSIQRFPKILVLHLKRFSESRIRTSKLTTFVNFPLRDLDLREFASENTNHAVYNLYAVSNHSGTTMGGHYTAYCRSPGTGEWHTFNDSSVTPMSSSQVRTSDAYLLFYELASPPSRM
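USP2 core (10nM final) preincubated 30min RT with compound in 20mM Tris-HCl pH 8.0, 2mM CaCl2, 2mM beta-mercaptoethanol, 0.05% CHAPS; 25nM Ub-CHOP2 plus 25nM reporter substrate added, fluorescence (Ex485/Em531) read after 60min.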
uPA generation – cell surface uPA generation inhibition; 330,000 compounds, 0.31% hits; cell surface uPA generation assay, qHTS; AID 540303; Potency, µM (titrated, usually from 38.3 µM), without a hit: top-dose activity change, negative = inhibition, most hits filed as inhibitors; active = well fitted inhibition curve with a large enough effect; inconclusive = small, poorly fitted or top-dose-only effect; inactive = no such curve, though single readings can be large or run the other way; tested in mouse RAW 264.7 cells; note: potency is the fitted concentration of half-maximal effect; % is set by controls: 0 for no effect and ±100 for the full control effect; nearly all actives have a fitted effect of over 55% in size
BRCA1 expr act – increases BRCA1 expression; Potency, µM (top dose mostly 46.1 µM), for the others: top-dose activation, hits mostly activators; MCF7-BRCA1-FFLuc reporter, luminescence, 48 h; response scale: scaled: vehicle 0%, 10 µM genistein 100%; 380,000 compounds, 1.1% hits; note: potency is the fitted concentration of half-maximal effect; nearly all actives have a fitted effect of over 80% in size; some results filed as inactive show a strong effect at the top dose
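First, MCF7-BRCA1-FFLuc cells (2000/well) attach for 2 h; next, compounds are pin-added and incubated 48 h at 37 °C; finally, luciferase reagent is added and luminescence read after 15 min.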
ASM inhibitor – blocks human secretory acid sphingomyelinase | placental ASM, HMU-PC fluorogenic substrate, 60 min | Potency, µM (series often up to 57.5 µM), for inactives: at the top dose activity change, negative = inhibition, hits mostly inhibitors | 340,000 compounds, 0.006% hits; note: potency is the fitted concentration of half-maximal effect
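Fluorogenic HMU-PC substrate (9 uM final) is turned over by placental ASM in 60 min at 37 C after a 10 min compound preincubation. Reaction ended by alkaline stop (pH 10), with fluorescence read at 386/447 nm.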
TRPV1 ag – activates the human vanilloid receptor TRPV1; activation, % at 8.33 µM; 320,000 compounds, 0.19% hits; Q8NER1; TRPV1-expressing cells, Fluo-8 calcium influx, agonist mode; AID 540275; in the data active = activation above about 80%; inconclusive = between about 30% and that limit; note: 0% is about no effect
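Cells expressing TRPV1 were dye-loaded with Fluo-8 and read kinetically: 10 s baseline, 3 min after compound (agonist portion), then 2 min after EC20 capsaicin (allosteric enhancer portion). Calcium-bound dye fluorescence at 480/520 nm.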
Integrin act MD – activates integrin-mediated alleviation for muscular dystrophy; alpha7betagal myoblasts, beta-gal FDG fluorescence, 48 h; Potency, µM (top dose mostly 38.3 µM), without a hit: at the highest dose activation, hits mostly activators; 350,000 compounds, 0.064% hits;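 note: potency is the fitted concentration of half-maximal effect; 100% = response of the positive control SU9516; nearly all actives have a fitted effect of over 60% in size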
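alpha7betagal+/- myoblasts (passage 13, 250/well) treated 48 h at 37C with compounds at 1:260 dilution of DMSO stock. Lysed, then beta-galactosidase activity read as FDG fluorescence (ex 480/em 540) after 30 min, with pre-read for autofluorescence.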
p53 reactivation – restores transcriptional activity of mutant p53. H1299 p53-A138V BP100-luciferase reporter, luminescence, 24 h. Potency, µM (top dose mostly 92.2 µM), for the others: top-dose activity change, positive = activation, usual class: activators. 320,000 compounds, 0.063% hits; note: potency is the fitted concentration of half-maximal effect; % of control where 0% means no effect; nearly all actives have a fitted effect of over 45% in size
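p53-null H1299 cells stably carrying temperature-sensitive p53-A138V and a BP100-luciferase reporter were pinned with compounds (4-point, 1:5 series) and held 24 hrs at 37 deg C. Luminescence was read 10 min after detection reagent.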
PTAP TSG101 blk – blocks PTAP/TSG101 interaction to inhibit HIV-1 budding | Q99816 | Fluorescence polarization, FITC-PTAP peptide / Tsg101 binding | Potency, µM (titrated, usually from 115 µM), inactives show at the highest dose activity change, negative = inhibition, most hits filed as inhibitors | 340,000 tested, under 10 active; active = well fitted inhibition curve with a large enough effect in the main read-out, with a control signal flat, not every such curve was filed as active; inconclusive = small, poorly fitted or top-dose-only effect, or effect the other way, or a change in a side signal; inactive = no such curve, though single readings can be large or run the other way; note: potency is the fitted concentration of half-maximal effect; % of control where 0% means no effect
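Tsg101 binding domain (10 uM final) was mixed with compound and a FITC-labeled PTAP peptide (50 nM final) in HEPES pH 7.5 buffer with NaCl, Tween 20, EDTA and TCEP; fluorescence polarization was read after 20 min at r.t.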
ELG1 genotoxic – inducers of genotoxicity in HEK293T ELG1-luciferase cells; Potency, µM (titrated, usually from 46 µM), without a hit: top-dose activity change, positive = activation, hits mostly activators; 330,000 compounds, 1.3% hits; HEK293T ELG1-luciferase reporter, luminescence, 16 h; note: potency is the fitted concentration of half-maximal effect; % of control where 0% means no effect; nearly all actives have a fitted effect of over 60% in size
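After overnight (16 hr) compound treatment at 37 °C, ELG1-luciferase HEK293T cells were lysed with ONE-Glo; luminescence quantified 30 min later at room temperature.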
B2AR arrestin – agonists driving beta-arrestin recruitment to human beta2-adrenergic receptor | 330,000 compounds, 0.02% hits | Potency, µM (doses to about 46.1 µM), for the others: at the highest dose activation, hits mostly activators | beta-arrestin recruitment to beta2AR, cell-based reporter;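 note: potency is the fitted concentration of half-maximal effect; 0% = DMSO controls and full agonism = EC100 isoproterenol or metaproterenol; nearly all actives have a fitted effect of over 65% in size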
Target sequence (P07550 whole entry, looked up): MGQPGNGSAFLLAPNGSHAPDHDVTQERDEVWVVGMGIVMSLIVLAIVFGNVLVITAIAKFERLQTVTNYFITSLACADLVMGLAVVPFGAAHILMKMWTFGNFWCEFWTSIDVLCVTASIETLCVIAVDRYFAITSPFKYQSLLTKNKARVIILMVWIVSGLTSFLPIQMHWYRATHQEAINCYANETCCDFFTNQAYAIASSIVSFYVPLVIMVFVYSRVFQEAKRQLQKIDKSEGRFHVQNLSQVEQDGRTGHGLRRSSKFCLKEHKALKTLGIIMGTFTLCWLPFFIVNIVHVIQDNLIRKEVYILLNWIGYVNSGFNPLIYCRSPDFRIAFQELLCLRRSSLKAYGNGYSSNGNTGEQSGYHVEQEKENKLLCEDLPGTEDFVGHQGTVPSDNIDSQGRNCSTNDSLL
An asterisk follows results filed as active; ? = inconclusive; . = no result given; [ ] = remark or other dose. Unless noted, calls come from the whole dose curve; as a rule, active = well fitted curve in the direction sought with a large enough effect; inconclusive = small, poorly fitted or top-dose-only effect, or another doubt; inactive = no such curve, though single readings can be large; an effect the other way counts as inactive or inconclusive.

SMILES	Eya2 phos inh	USP2a inh	uPA generation	BRCA1 expr act	ASM inhibitor	TRPV1 ag	Integrin act MD	p53 reactivation	PTAP TSG101 blk	ELG1 genotoxic	B2AR arrestin
O=C(NCCc1csc(-c2ccccc2)n1)c1ccc(Br)o1	3%	0%	4%	-7%	-2%	14	-26%	-1%	-5%	2%	-0.3%
O=C(Cc1ccccc1F)NC1CCCN(Cc2ccc(Cl)cc2)C1 (stereo unspecified)	?	-9%	6%	-17%	3%	?	-6%	.	-1%	-8%	-0.8%
COC(=O)[C@@H]1C[C@H]2CC[C@H](O)C[C@H]2N1Cc1ccc(N2CCN(C)CC2)cc1	-17%	-4%	3%	-9%	6%	0	3%	-3%	0%	3%	-0.6%
COc1cc(OC)c2ccc(=O)oc2c1C(CCN1CCN(c2ccccc2)CC1)c1ccc2c(c1)OCO2 (stereo unspecified)	-7%	-1%	-13%	-22%	0%	3	-14%	-1%	0%	-2%	-0.1%
CCOC(=O)N1CCC2(CC1)C(C#N)=C(N)Oc1n[nH]c(C)c12	9%	0%	-2%	2%	3%	8	?	6%	0%	0%	-0.4%
Cc1ccc(C(=O)CCC(=O)Nc2cc(C)ccn2)cc1	24%	1%	22%	12%	-1%	?	27%	?	1%	2%	-0.4%
CC1CCN(C(=O)C2CCCN(S(=O)(=O)c3cccc4nsnc34)C2)CC1 (stereo unspecified)	-13%	2%	-12%	-22%	1%	15	40%	-3%	-3%	-4%	-0.1%
Cc1ccc2oc(C(=O)Nc3ccc(S(=O)(=O)Nc4ncccn4)cc3)c(C)c2c1	8%	1%	11%	-2%	-5%	-7	-13%	20%	4%	8%	-0.8%
OC(CCc1ccncc1)c1ccccc1 (stereo unspecified)	-3%	-1%	12%	-5%	5%	-3	-4%	2%	-1%	2%	-0.1%
O=c1c2[nH]c3ccc(F)cc3c2nc2n1CCCS2	-13%	3%	3%	-17%	3%	1	-29%	1%	-3%	9%	-0.5%
COCCNC(=O)c1cc2sccc2n1C	2%	-2%	-3%	16%	-1%	-1	5%	0%	-2%	4%	0.5%
CCOC(=O)Cc1cc(=O)n2[nH]cc(-c3ccc(Cl)cc3)c2n1	6%	1%	0%	-6%	4%	1	-13%	0%	-3%	-9%	-0.6%
CCOc1ccc(NC(=O)CN(C)S(=O)(=O)c2cnc[nH]2)cc1	?	1%	6%	36%	3%	0	-13%	-2%	0%	0%	0.2%
CCc1nn(CCCC(=O)NCc2ccccc2Br)c(=O)c2cc3occc3n12	5%	0%	-3%	3%	3%	-1	?	-4%	0%	1%	0.4%
COc1ccc2nc(NC(=O)c3ccco3)sc2c1	-23%	-2%	?	?	-9%	?	-5%	8%	-3%	0.58µM*	0.3%

One compound at a time (already shown).
Profile of `OC(CCc1ccncc1)c1ccccc1` (stereo unspecified) = Eya2 phos inh: -3%; USP2a inh: -1%; uPA generation: 12%; BRCA1 expr act: -5%; ASM inhibitor: 5%; TRPV1 ag: -3; Integrin act MD: -4%; p53 reactivation: 2%; PTAP TSG101 blk: -1%; ELG1 genotoxic: 2%; B2AR arrestin: -0.1%
Profile of `CCOC(=O)Cc1cc(=O)n2[nH]cc(-c3ccc(Cl)cc3)c2n1` = Eya2 phos inh: 6%; USP2a inh: 1%; uPA generation: 0%; BRCA1 expr act: -6%; ASM inhibitor: 4%; TRPV1 ag: 1; Integrin act MD: -13%; p53 reactivation: 0%; PTAP TSG101 blk: -3%; ELG1 genotoxic: -9%; B2AR arrestin: -0.6%

Continuation:
SMILES	Eya2 phos inh	USP2a inh	uPA generation	BRCA1 expr act	ASM inhibitor	TRPV1 ag	Integrin act MD	p53 reactivation	PTAP TSG101 blk	ELG1 genotoxic	B2AR arrestin
COC(C[C@@H]1O[C@H]1[C@H](O)COCc1ccccc1)OC	5%	-4%	0%	-6%	-7%	0	5%	-1%	-5%	5%	-0.3%
Cc1ccccc1OCC(=O)N1CCCCCCC1	-13%	2%	1%	-5%	-3%	-1	-20%	.	2%	0%	-0.6%
COc1ccc(-c2oc3cccnc3c2C#CCO)cc1	-7%	2%	?	-21%	96%[activator]	11	0%	.	1%	0%	-1.2%
CCOC(=O)c1c(NC(=O)C(C)OC(=O)C2=COCCO2)sc2c1CCCC2 (stereo unspecified)	15%	1%	12%	-28%	-6%	6	-25%	26%	-1%	-9%	-0.1%
COc1ccc(-c2ccc(N(C)C)cc2)cc1[C@H]1[C@@H]2C=CCC[C@@]2(C)C(=O)N1Cc1ccccc1	4%	0%	3%	-18%	-9%	?	-15%	0%	1%	-8%	0.1%
Clc1ccc(-c2nnc(C3CC3)o2)cc1	-4%	1%	-1%	63%	5%	3	6%	10%	0%	14%	-0.7%
CC(=O)c1ccc(N2CCN(CCC#N)CC2)c(F)c1	14%	0%	4%	-23%	-4%	0	13%	-10%	0%	8%	0.3%
Cc1ccc(S(=O)(=O)N2CCN(C(=O)CN3CCOCC3)C2)cc1	-9%	-2%	-1%	-12%	3%	-1	17%	1%	2%	0%	0.2%
COc1ccc(N2CCN(C(=O)c3[nH]c4ccc(OC)cc4c3C)CC2)cc1	-7%	1%	6%	-34%	-15%	-1	?	-4%	0%	0%	-0.4%
O=C(O)C1CCCCC1C(=O)NCCc1c[nH]c2ccccc12 (stereo unspecified)	2%	3%	12%	0%	1%	3	-6%	?	-1%	0%	-0.1%
CCN(CC(O)Cn1c2ccccc2c2ccccc21)S(=O)(=O)c1ccc(C)cc1 (stereo unspecified)	-12%	-1%	-4%	-55%	-8%	3	-19%	-4%	-7%	-7%	0.0%
Cc1cccc(C(=O)c2ccccc2C(=O)O)c1	5%	6%	-5%	-3%	0%	-1	5%	0%	-3%	3%	-0.5%
CCOc1ccc(N(C(C)C(=O)N2CCOCC2)S(C)(=O)=O)cc1 (stereo unspecified)	2%	1%	1%	-3%	3%	0	33%	5%	-2%	1%	-1.8%
CC(C)N1CCC(N2CCN(Cc3cc(F)ccc3-n3cccn3)CC2CCO)CC1 (stereo unspecified)	0%	2%	-1%	-12%	6%	1	-15%	-1%	1%	-3%	0.4%
COc1ccccc1NS(=O)(=O)c1ccc(C)c(C(=O)N2CCCC2)c1	-15%	3%	-13%	-14%	-4%	-1	2%	-1%	-2%	0%	0.3%
Cn1c(CNc2nc3ccccc3n2CCN2CCCCC2)nc2ccccc21	14%	4%	-2%	-30%	-3%	23	-23%	-11%	-4%	2%	0.1%
CN(Cc1ccccc1)S(=O)(=O)c1ccc(OCC(=O)N2CCOCC2)cc1	8%	2%	9%	-4%	-1%	22	-16%	-3%	-3%	-3%	0.3%
CN1CCN(C2=C(Cl)C(=O)N(c3ccc(Cl)cc3)C2=O)CC1	-1%	1%	-8%	21%	2%	1	-19%	5%	-2%	-8%	5.3%
Cc1ccc(CNC(=O)C2CCCN(S(=O)(=O)c3c(C)noc3C)C2)cc1 (stereo unspecified)	12%	2%	5%	-1%	0%	-1	22%	-1%	-3%	17%	0.2%
O=C(COc1ccccc1)Nc1ccccc1N1CCN(c2ccccc2)CC1	8%	1%	8%	-21%	-15%	6	38%	4%	-2%	-5%	0.2%
COc1ccc(C2CC2/C(=N/O)c2ccccc2)cc1 (stereo unspecified)	4%	2%	-3%	11µM*	-3%	3	0%	20%	-1%	11%	0.0%
CCC(=O)N(Cc1ccco1)c1nc(-c2ccc(OC)cc2)cs1	-2%	-1%	-14%	42%	-6%	-1	-21%	12%	0%	0%	-0.4%
CC(C)(C)c1nc2c(s1)CCc1onc(-c3ccc(Cl)cc3)c1-2	-2%	0%	-7%	1%	-3%	7	18%	4%	2%	4%	-0.1%
O=C(CCC1N=C2c3ccccc3N=C(SCc3ccccc3Cl)N2C1=O)NCc1ccco1 (stereo unspecified)	-14%	-4%	-3%	-40%	12%	1	-23%	-2%	-6%	0%	-0.5%
CC(NC(=S)Nc1ccccc1C(F)(F)F)C1CC2CCC1C2 (stereo unspecified)	-13%	3%	5%	0%	-4%	?	1%	2%	-1%	-7%	-0.2%
CN(CC(=O)O/N=C(\N)c1ccccn1)S(=O)(=O)c1ccc(Br)cc1	-10%	3%	2%	13%	-2%	0	9%	11%	-9%	-4%	-0.1%
Cc1ccc(NC(=O)CCN2C(=O)C3C4CCC(C4)C3C2=O)cc1Cl (stereo unspecified)	-16%	4%	4%	2%	0%	18	6%	4%	-4%	4%	-0.7%
N#Cc1ccc(Oc2ccc(C#N)c(C#N)c2)cc1C#N	.	.	5%	22%	2%	.	11%	.	0%	.	.
COc1cc(C2C(C#N)=C(N)Oc3cc(C)n(CC4CCCO4)c(=O)c32)cc2c1OCO2 (stereo unspecified)	11%	-1%	0%	-13%	9%	-1	27%	-21%	-8%	4%	-0.1%
